# From PubChem BioAssay
# LYP phosphatase: PTPN22 lymphoid phosphatase activity blockers – biochemical, fluorescence intensity, uHTS (AID 1779) | recombinant LYP phosphatase, fluorescence intensity; higher % means a stronger effect | inhibition, % at 11.5 µM, or IC50 in µM where a hit was titrated | hit rate 0.054% among 290,000;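 further: plate controls were vehicle with enzyme for no effect and no enzyme for full effect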
# NS5 inhibitors: Dengue-2 NS5 methyltransferase inhibitors, primary screen, biochemical, confirmation dose response (AID 588689); inhibition, % at 25 µM; hits with a dose series show IC50 in µM; hit rate 0.3% among 340,000; Dengue-2 NS5 methyltransferase capping enzyme assay, biochemical; higher % means a stronger effect; in the data active means a potency from the dose series; inconclusive means inhibition above about 29% without an active follow-up result
# Lipid droplet: modulators of hepatic lipid droplet formation; AML12 mouse hepatocytes, oleate lipid droplets, BODIPY imaging; hit rate 0.4% among 240,000; inhibition, % at 6.5 µM; AID 1656;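 active means lipid droplet intensity inhibited by at least 50%, with more than 500 cells counted; inconclusive means wells with under 300 cells, treated as cytotoxic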
#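 Material – mouse AML12 hepatocyte cell line, fixed after treatment · Compound dosing – one dose, 6.5 µM compound · Times – compound with oleate, overnight · Measured by – Image-based BODIPY and DAPI two-channel analysis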
# XIAP displacement: small molecules displacing peptide from XIAP – biochemical, IAP family, fluorescence polarization (AID 1018). XIAP BIR domain, fluorescence polarization peptide displacement; higher % means a stronger effect. displacement, % at 20 µM, or IC50 in µM where a hit was titrated. hit rate 0.007% among 200,000; in the data active means displacement above about 50%; further: a part of the inactive calls stands beside numbers as strong as those of hits
# AID2073: inhibitors of Mint1-CaV2.2 protein interaction, biochemical, HTRF (AID 2073); HTRF protein-protein interaction, Mint1-CaV2.2; higher % means a stronger effect; inhibition, % at 20 µM, or IC50 in µM where a hit was titrated; hit rate 0.19% among 290,000; in the data active means inhibition mostly above about 51%, no sharp cut-off; inconclusive means no clear call, values can overlap the other calls; inactive means mostly below about 53%; further: some results filed as inactive read as strong as hits
# Myeloid diff MLP: promotes myeloid progenitor differentiation; ER-HoxA9 myeloid progenitors, lysozyme-GFP differentiation, flow cytometry; calls only at 10 µM; hit rate 1% among 360,000;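 active means normalized GFP-positive differentiation at or above the plate's own cutoff, the solvent-only control mean plus 3 SD; inconclusive means no clear call, values can overlap the other calls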;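 further: cells exposed to compound for four days before flow analysis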
# HIV fusion peptide: inhibitors of HIV fusion peptide binding, primary screen, biochemical, uHTS, fluorescence dequenching (AID 1986); cell-free peptide binding, fluorescence dequenching, 30 min; higher % means a stronger effect; hit rate 0.3% among 290,000; inhibition, % at 20 µM; hits with a dose series show IC50 in µM; in the data active means inhibition mostly above about 52%, no sharp cut-off; inactive means mostly below about 76%; further: some results filed as inactive read as strong as hits
# Siah-1 displacement: Siah-1 peptide-binding antagonists, primary screen, biochemical, fluorescence polarization, rhodamine-plectin, uHTS (AID 1817); Siah-1 / rhodamine-plectin peptide fluorescence polarization; higher % means a stronger effect; displacement, % at 20 µM, or IC50 in µM where a hit was titrated; hit rate 0.02% among 290,000;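 active means displacement of at least 50% at 20 µM, with a fluorescence ratio check between 0.3 and a set limit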;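 further: plate controls were Siah plus tracer with DMSO for no effect and tracer alone without Siah for full effect; strong numbers were not always called active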
# HEK293 NOD2/NF-kB: inhibition of NOD2-driven NF-kB reporter – cell-based, luminescence, uHTS, HEK293 (AID 1566) | HEK293 NOD2/NF-kB luciferase reporter, luminescence; higher % means a stronger effect | inhibition, % at 4 µM; hits with a dose series show EC50 in µM | hit rate 0.63% among 290,000; further: many of its hits are not listed in these tables
# Lipid droplet cells 6.5 µM: second read-out of Lipid droplet, no call of its own (marks repeat the call); cell count; measured here: cell count, cytotoxicity flag;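 cells counted across two imaged fields per well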
# NS5 inhibitors pilot replicate: second read-out of NS5 inhibitors, no call of its own (marks repeat the call); inhibition, %; measured here: pilot screen replicate inhibition
# Myeloid diff MLP GFP+ MAC1+ %: second read-out of Myeloid diff MLP, no call of its own (marks repeat the call); GFP+ MAC1+ double positive, %; measured here: differentiation confirmed by MAC1 staining
# The depositor's hits bear a star; i = inactive; ? = inconclusive; · = not tested or not shown. Unless noted, no stated cut-off is given here; in the data, active means inhibition above about 50%; inactive means the rest. The list is partial. The share of hits here may be higher or lower than overall.
SMILES,LYP phosphatase,NS5 inhibitors,Lipid droplet,Lipid droplet cells 6.5 µM,XIAP displacement,AID2073,Myeloid diff MLP,Myeloid diff MLP GFP+ MAC1+ %,HIV fusion peptide,Siah-1 displacement,HEK293 NOD2/NF-kB,others
COc1cc2c(cc1OC)CN(Cc1ccc(F)cc1)CC2,-6%,1%,-4,801,·,12%,i,0.7,-0.7%,5%,-17%,
CCCCc1ccc(NC(=O)CSc2nnc(CNC(=O)c3ccco3)o2)cc1,-7%,-4%,14,699,·,36%,i,0.6,1.4%,6%,12%,
Cc1cccc(NC(=O)CSc2nc3c([nH]c4ccccc43)c(=O)n2C)c1,-10%,1%,0,589,-2.3%,8%,i,2.8,-1.5%,-7%,-24%,
O/N=C(/c1ccc(Cl)cc1)C1CC1c1ccccc1 (centres undefined),4%,-9%,·,·,·,10%,i,0.3,-1.9%,-1%,-9%,
CCCS(=O)(=O)n1nc(-c2ccc(Br)cc2)cc1N,-1%,-5%,9,647,-2.7%,5%,i,1.7,3.1%,0%,-14%,
COCCCNc1nc(N)c([N+](=O)[O-])c(N2CCCCCC2)n1,-5%,-3%,12,810,·,5%,i,0.1,-0.1%,0%,39%,
CCCCNc1nc(=S)n(-c2ccccc2)c(C)c1C(C)=O,-5%,13%,3,715,-8.8%,-2%,i,0.4,1.6%,12%,-4%,
COc1ccc(C2=NO[C@@H]3C(=O)N(c4ccc(C)cc4C)C(=O)[C@H]23)cc1OC,0%,0%,·,·,-7.1%,3%,i,0.5,0.9%,4%,-13%,
O=C(NC(Cc1ccccc1)C(=O)NCc1ccccn1)c1ccco1 (centres undefined),-1%,-1%,-3,672,-2.3%,5%,i,2.4,0.2%,-1%,-10%,NS5 inhibitors pilot replicate=-0.6
COCCN1C(=O)C(=O)/C(=C(/O)c2ccc(S(=O)(=O)N3CCOCC3)cc2)C1c1cccc(O)c1 (centres undefined),-3%,-1%,1,716,·,-2%,i,0.5,-1.2%,-3%,-5%,
COc1ccc(/C=C/CN2CCN(Cc3cccc(OC)c3)C(CCO)C2)cc1 (centres undefined),-1%,-14%,24,651,-2.7%,-3%,i,0.4,1.0%,-2%,6%,
Cc1cc(C)c(NC(=O)CN2CCCCCC2)c(C)c1,-8%,-7%,·,·,·,15%,i,0.5,0.4%,-5%,-34%,
CCC[n+]1c(C)sc2c3c(ccc21)CCCC3,-10%,1%,0,646,-2.6%,2%,i,0.5,-2.9%,5%,2%,
O=C(CCS(=O)(=O)c1ccc(Cl)cc1)OCC(=O)N1CCCCC1,-7%,-2%,3,774,-0.7%,26%,i,1.6,0.1%,-1%,12%,
CC(NC(=O)COc1ccccc1Cl)c1ccccc1 (centres undefined),-3%,-45%,-16,852,·,-4%,i,1.0,-2.0%,0%,24%,

# Pulled one by one from the entries so far:
SMILES,LYP phosphatase,NS5 inhibitors,Lipid droplet,Lipid droplet cells 6.5 µM,XIAP displacement,AID2073,Myeloid diff MLP,Myeloid diff MLP GFP+ MAC1+ %,HIV fusion peptide,Siah-1 displacement,HEK293 NOD2/NF-kB,others
O/N=C(/c1ccc(Cl)cc1)C1CC1c1ccccc1 (centres undefined),4%,-9%,·,·,·,10%,i,0.3,-1.9%,-1%,-9%,
COc1ccc(/C=C/CN2CCN(Cc3cccc(OC)c3)C(CCO)C2)cc1 (centres undefined),-1%,-14%,24,651,-2.7%,-3%,i,0.4,1.0%,-2%,6%,
O=C(NC(Cc1ccccc1)C(=O)NCc1ccccn1)c1ccco1 (centres undefined),-1%,-1%,-3,672,-2.3%,5%,i,2.4,0.2%,-1%,-10%,NS5 inhibitors pilot replicate=-0.6

# Back to the main list, repeating the 4 entries before the break.
SMILES,LYP phosphatase,NS5 inhibitors,Lipid droplet,Lipid droplet cells 6.5 µM,XIAP displacement,AID2073,Myeloid diff MLP,Myeloid diff MLP GFP+ MAC1+ %,HIV fusion peptide,Siah-1 displacement,HEK293 NOD2/NF-kB,others
Cc1cc(C)c(NC(=O)CN2CCCCCC2)c(C)c1,-8%,-7%,·,·,·,15%,i,0.5,0.4%,-5%,-34%,
CCC[n+]1c(C)sc2c3c(ccc21)CCCC3,-10%,1%,0,646,-2.6%,2%,i,0.5,-2.9%,5%,2%,
O=C(CCS(=O)(=O)c1ccc(Cl)cc1)OCC(=O)N1CCCCC1,-7%,-2%,3,774,-0.7%,26%,i,1.6,0.1%,-1%,12%,
CC(NC(=O)COc1ccccc1Cl)c1ccccc1 (centres undefined),-3%,-45%,-16,852,·,-4%,i,1.0,-2.0%,0%,24%,
O=C(O)Cc1ccc2sc(-c3ccccc3)nc2c1,-3%,-6%,4,668,-2.6%,8%,i,0.5,1.7%,11%,-39%,
COc1cc(Cl)cc(NC(=O)CCN2CCN(C)CC2)c1,-8%,-2%,·,·,-2.6%,-1%,i,1.1,0.2%,4%,0%,
CCOCCOC(=O)C(C)Sc1n[nH]c(=O)[nH]c1=O (centres undefined),2%,-1%,0,715,-3.3%,-24%,i,0.6,0.9%,1%,1%,
CCN(CC)CC(C)(C)COC(=O)c1oc2ccccc2c1C,-5%,-3%,10,708,·,1%,i,0.2,0.9%,-2%,-11%,
Cc1cc(C)c(S(=O)(=O)N2CCCCC2)c(C)c1N(C)S(=O)(=O)c1ccc(Cl)cc1,6%,5%,8,695,-1.1%,0%,i,0.8,-0.3%,-2%,4%,
CCO[C@@H]1OC(C(=O)N2CCOCC2)=C[C@H](c2ccc(Br)cc2)[C@H]1CCCO,-13%,-4%,-1,706,-9.7%,6%,i,1.7,-1.7%,2%,0%,
CCc1ccccc1N1C(=O)CC(Sc2nccc(C)n2)C1=O (centres undefined),-4%,-8%,10,848,·,4%,i,0.1,-0.3%,5%,5%,
COc1cccc(N2C(=O)CC(NNc3nc4ccccc4s3)C2=O)c1 (centres undefined),-8%,-8%,6,784,·,-11%,i,0.5,0.1%,-4%,10%,
Cc1ccc(C(=O)Nc2ccccc2C(=O)O)cc1S(=O)(=O)NC1CCCCC1,-5%,4%,-2,838,·,21%,i,0.8,20%,2%,15%,
CCOC(=O)/C=C1\Nc2ccccc2SC1=O,-5%,-1%,-17,764,-3.0%,4%,i,0.9,-2.6%,-4%,-11%,
COC(=O)c1cccc(NC(=S)Nc2cccc(Cl)c2C)c1,-7%,3%,-3,674,-4.7%,-17%,i,0.5,-3.2%,4%,2%,
CN(C)C(=O)C1C2NC(=S)N(c3ccccc3)C1(C)Oc1ccccc12 (centres undefined),-5%,9%,-10,777,-3.9%,0%,i,0.6,0.2%,-4%,4%,
Cc1nc(CC(=O)c2ccc(O)c(C)c2O)cs1,-2%,14%,11,706,·,-2%,i,0.1,-0.8%,-1%,1%,
CCn1c(SCC(=O)N/N=C/c2ccccc2OCC(=O)O)nnc1-c1ccc(C(C)(C)C)cc1,-2%,-6%,-16,670,·,11%,i,0.2,0.0%,16%,15%,
COC(=O)[C@@H]1CC(O)CN1C(=O)C12CC3CC(CC(C3)C1)C2 (some centres undefined),-3%,-3%,·,·,·,-1%,i,1.4,1.9%,3%,8%,
COC(=O)c1ccc(CNC(=O)C2CCC(=O)N(CCN3CCOCC3)C2)cc1 (centres undefined),-10%,-1%,5,702,·,-4%,i,1.2,1.2%,3%,-5%,
O=C(COC(=O)Cc1c(Cl)cccc1Cl)NCC1CCCO1 (centres undefined),-6%,1%,-1,627,-2.8%,5%,i,0.2,-0.9%,-10%,9%,
COc1ccccc1N1CCN(C(CNS(=O)(=O)c2cc(F)ccc2F)c2cccnc2)CC1 (centres undefined),-4%,-7%,-9,715,-18%,1%,i,0.6,0.6%,-6%,18%,
CS(=O)(=O)c1ccc(-c2cccc(NC(=O)COc3ccccc3)c2)nn1,-3%,27%,1,776,·,11%,?,·,-1.0%,-5%,7%,
CNC(=O)C(Sc1ccccc1)c1ccccc1 (centres undefined),1%,-6%,·,·,-6.1%,-4%,i,0.6,2.5%,4%,-25%,
O=C(Cn1cnc2cc([N+](=O)[O-])ccc2c1=O)N(Cc1ccccc1)C1CCS(=O)(=O)C1 (centres undefined),-1%,3%,0,685,-2.1%,7%,i,0.4,-2.4%,4%,13%,
COc1ccc(CNC(=O)CCS(=O)(=O)Cc2ccc(C)cc2)c(OC)c1,-3%,-3%,-17,783,-1.5%,-4%,i,0.8,0.0%,-2%,5%,
CC(C)COc1ccc(C(=O)Nc2ccccc2[N+](=O)[O-])cc1,-2%,-4%,-1,680,-6.1%,2%,i,0.6,-1.4%,2%,-24%,
Cc1ccccc1C(=O)Nc1ccc(-c2nc3ccc(C(=O)c4ccccc4)cc3[nH]2)cc1,-2%,-1%,·,·,-1.9%,30%,i,0.6,2.5%,2%,·,
COc1cc2c(cc1/C=C/C(=O)O)OC(C)C2 (centres undefined),-15%,-12%,1,678,-6.8%,?,i,0.5,-2.8%,-1%,-262%,
COc1cc(/C=N/NC(=O)c2cnn3c(C)cc(-c4ccccc4)nc23)ccc1O,0%,-6%,·,·,-2.9%,7%,i,0.9,-1.2%,3%,18%,
CC(C)(C)c1ccc(C(=O)NC(=S)NNC(=O)c2cccs2)cc1,-4%,6%,-5,652,-2.4%,-5%,i,0.4,5.5%,-13%,-50%,
Cc1ccc2cc(CCNC(=O)CCCc3ccccc3)c(=O)[nH]c2c1C,-6%,-8%,7,745,·,-2%,i,4.4,0.5%,-2%,9%,
c1ccc(N2CCN(c3nc4ccccc4[nH]3)CC2)nc1,-5%,1%,21,722,-7.0%,-2%,i,0.1,-0.1%,-3%,-10%,
O=C(C[n+]1cccc2ccccc21)c1ccccc1,-6%,3%,1,672,-10%,3%,i,0.2,12%,4%,13%,
Cc1ccnc(NCc2cc(C)ccc2O)c1,-5%,-9%,10,799,·,1%,i,0.4,-1.9%,3%,-7%,
Cc1ccc([N+](=O)[O-])cc1N/C=C1\CCCCC1=O,-10%,·,-54,780,-15%,-21%,i,0.3,-0.2%,-4%,-17%,
O=C(c1ccc(CS(=O)(=O)Cc2ccc(Cl)cc2)o1)N1CCCC1,-8%,4%,·,·,-2.6%,21%,i,0.7,12%,8%,9%,
CCC(=O)N1CCc2cc(S(=O)(=O)NCCc3ccc(S(N)(=O)=O)cc3)ccc21,-10%,-6%,-7,675,·,1%,i,1.5,1.8%,1%,8%,
COc1cccc(/C=C/c2nc(C#N)c(NCC(C)C)o2)c1,-6%,-2%,6,870,·,40%,i,0.2,3.0%,5%,-71%,
CC1=NN(C(=O)c2ccc(Cn3nc(C)c([N+](=O)[O-])c3C)cc2)C(O)(C(F)(F)F)C1 (centres undefined),-7%,-1%,·,·,-4.9%,-4%,i,3.9,1.6%,3%,16%,
